Screening results deposited in PubChem by several laboratories.
MsrA act = bovine methionine sulfoxide reductase A activation; 360,000 compounds, 0.3% hits; purified bovine MsrA, absorbance read-out; AID 602163; activation, % at 10.6 µM; in the data active = activation above about 7.5%;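 note: 0% = vehicle and 100% = reference activator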
SUMO1-SIM PPI = modulators of human SUMO1-mediated protein-protein interactions | 360,000 compounds, 0.33% hits | P63165 | inhibition, % at 20 µM | SUMO1 binding to a labelled peptide, TR-FRET, 1 h | AID 602429; in the data active = inhibition above about 37%
Scp-1 inhibitor = Scp-1 (human) phosphatase inhibition | inhibition, % at 20 µM | Recombinant Scp1, phosphopeptide, malachite green phosphate absorbance | 340,000 compounds, 0.88% hits;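 active = inhibition above about 50% at 20 µM, limit read from the data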;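 note: plate controls were DMSO wells with enzyme for no effect and wells lacking enzyme for full effect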
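Times: enzyme reaction 45 min at room temperature, colour 5 min, stabilisation 30 min. Material: SCP-1 catalytic fragment, aa 76-261. Medium: Acidic Tris acetate buffer with magnesium and detergent. Signal: colorimetric free-phosphate detection, absorbance 630 nm. Read-out basis: % inhibition of SCP-1 phosphate liberation. Reagent: Phosphorylated 17-residue peptide substrate.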
Tb MetRS inh = Trypanosoma brucei MetRS inhibition; purified T. brucei MetRS, ATP depletion, Kinase-Glo luminescence; inhibition, % at 11.9 µM; 360,000 compounds, 0.4% hits;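 active = inhibition above a per-plate cutoff of the control wells' mean inhibition plus 3 SD, cut at about 5.5% in these data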;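 note: 0% = DMSO wells median and 100% = median of wells with control inhibitor compound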
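Material: T. brucei methionyl-tRNA synthetase, purified; reagent: substrates ATP, L-methionine and bulk Escherichia coli tRNA; dosing: 11.9 µM single point; timing: 15 min plus 2 h at 25 °C; detection: luminescence of leftover ATP; evaluation: % inhibition; control set: DMSO-only wells as low control; replicates: singlicate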
eLon inh = inhibitors of E. coli Lon protease | P0A9M0 | purified E. coli Lon protease, fluorescence polarization | inhibition, % at 7.94 µM | 360,000 compounds, 0.42% hits; in the data active = inhibition above about 13%, passing the limit was not always enough;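 note: 0% = enzyme with probe and DMSO and 100% = no enzyme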
NRP1-CendR mod = alters CendR peptide binding to human NRP-1 | inhibition, % at 25 µM | FAM-RPARPAR peptide binding to NRP-1, fluorescence polarization | 360,000 compounds, 0.85% hits | AID 602438;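 active = inhibition or corrected inhibition above about 18%, plus a signal ratio from 0.5 to 1.5, limit read from the data, passing the limit was not always enough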; note: strong numbers were not always called active
MsrA inhibitor = inhibitors of bovine MsrA; 360,000 compounds, 0.75% hits; purified bovine MsrA, absorbance read-out; AID 651718; inhibition, % at 15.5 µM; in the data active = inhibition above about 4.5%;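 note: 0% = vehicle wells with enzyme and 100% = reference inhibitor wells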
LMPTP inh = LMPTP (human) inhibition | P24666 | recombinant LMPTP-A, OMFP fluorogenic substrate, fluorescence intensity | inhibition, % at 20 µM | 360,000 compounds, 0.22% hits | AID 651560;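 active = compounds that cut the enzyme signal by at least half of the control window in the single-dose screen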;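 note: plate controls were DMSO wells with enzyme plus substrate for no effect and substrate without enzyme for full effect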
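Test system – LMPTP-A enzyme · Amount – LMPTP-A at 0.625 nM final in the reaction · Buffer or medium – Bis-Tris pH 6.0, DTT, detergent · Reagent – OMFP 400 µM · Doses – single 20 µM dose · Schedule – reaction 50 min, room temperature, dark · Detection – fluorescence intensity of OMFP turnover product · Evaluation – percent inhibition versus substrate-only and uninhibited controls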
DNMT1 block = inhibitors of human DNMT1. P26358. inhibition (reported as % activation of signal), % at 10 µM. 360,000 compounds, 0.83% hits. AID 588458. DNMT1 molecular beacon, Hinp1I cleavage, fluorescence; in the data active = inhibition above about 50%
Target sequence (P26358 504-1616 limits assumed): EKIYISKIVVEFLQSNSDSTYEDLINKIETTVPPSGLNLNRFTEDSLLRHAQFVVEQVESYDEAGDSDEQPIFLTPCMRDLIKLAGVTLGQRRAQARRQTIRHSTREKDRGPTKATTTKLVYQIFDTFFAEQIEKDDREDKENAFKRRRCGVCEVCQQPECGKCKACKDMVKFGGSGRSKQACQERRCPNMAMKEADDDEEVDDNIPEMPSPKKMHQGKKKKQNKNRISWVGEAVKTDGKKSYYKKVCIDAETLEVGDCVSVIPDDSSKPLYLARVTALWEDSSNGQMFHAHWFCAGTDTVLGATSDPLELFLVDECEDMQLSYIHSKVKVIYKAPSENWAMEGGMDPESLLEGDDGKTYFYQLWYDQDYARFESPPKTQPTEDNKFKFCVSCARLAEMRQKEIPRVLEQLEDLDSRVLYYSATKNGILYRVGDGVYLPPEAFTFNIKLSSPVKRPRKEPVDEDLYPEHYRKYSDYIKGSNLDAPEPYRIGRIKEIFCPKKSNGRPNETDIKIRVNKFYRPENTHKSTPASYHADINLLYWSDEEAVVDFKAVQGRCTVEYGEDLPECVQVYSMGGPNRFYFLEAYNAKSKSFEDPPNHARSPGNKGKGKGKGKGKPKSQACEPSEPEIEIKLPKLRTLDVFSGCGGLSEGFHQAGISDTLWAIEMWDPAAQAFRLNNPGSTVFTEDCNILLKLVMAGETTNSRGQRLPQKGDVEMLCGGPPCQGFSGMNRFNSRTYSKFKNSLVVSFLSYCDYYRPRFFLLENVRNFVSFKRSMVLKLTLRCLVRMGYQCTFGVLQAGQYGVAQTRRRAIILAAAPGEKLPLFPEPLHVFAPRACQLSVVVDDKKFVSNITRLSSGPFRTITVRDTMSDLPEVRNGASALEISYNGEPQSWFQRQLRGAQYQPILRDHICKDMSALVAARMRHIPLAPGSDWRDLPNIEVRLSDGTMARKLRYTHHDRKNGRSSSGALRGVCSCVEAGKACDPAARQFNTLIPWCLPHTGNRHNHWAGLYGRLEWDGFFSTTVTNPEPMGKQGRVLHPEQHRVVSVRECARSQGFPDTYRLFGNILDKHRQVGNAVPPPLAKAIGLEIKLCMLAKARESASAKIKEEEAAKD
STEP block = inhibitors of human striatal-enriched phosphatase STEP; P54829; recombinant STEP, OMFP fluorogenic substrate, fluorescence; inhibition, % at 20 µM; 360,000 compounds, 0.25% hits;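 active = inhibition at 20 µM, scaled per plate between control wells, above about 37%, limit read from the data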;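 note: 0% = DMSO with enzyme and substrate and 100% = substrate only without enzyme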
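Assay system: isolated STEP enzyme / Timing: 20 min at room temperature, dark / Doses: 20 µM, 1% DMSO / Technique: fluorescence intensity, excitation 480 nm, emission 540 nm / Reagent: fluorogenic phosphatase substrate OMFP at 25 µM final / Measure: percent inhibition scaled to no-enzyme and uninhibited-enzyme controls, plate-pattern corrected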
* hit, by the source's call; nt = not tested or not shown; & = joins results of further samples.

MsrA act,SUMO1-SIM PPI,Scp-1 inhibitor,Tb MetRS inh,eLon inh,NRP1-CendR mod,MsrA inhibitor,LMPTP inh,DNMT1 block,Compound,STEP block
-2,-2,0,-0.6,-1,-8,2.1,0.3,1,Cc1cc(C)nc(NS(=O)(=O)c2cccs2)c1,0
0,-25,-2,0.3,-5,-7,3.2,-1.4,-8,COc1cc(/C=N/n2cc(-c3ccccc3)[nH]c2=S)cc(OC)c1O,4
-5,-21,-12,-1.1,24*,-10,-0.1,2.2,-5,Cc1cc2ccccc2n1CCNC(=O)C(C)Oc1ccccc1 (centres undefined),4
0,0,-15,-0.7,5,0,0.4,-0.1,2,CCC(C)[C@H](NC(=O)C1CCN(C(=O)[C@H](Cc2ccccc2)NS(=O)(=O)c2ccc(C)cc2)CC1)C(=O)O (some centres undefined),-3
-1,5,-6,-0.3,-3,8,0.3,-0.9,0,CCCCOCCCNC(=O)c1ccccc1OCC,-2
-12,-2,3,-0.6,5,-19,1.1,0.3,4,Cc1ccc(NC(=O)Nc2cnccn2)cc1Cl,2
-5,-1,7,-1.4,-3,-1,2.1,-0.3,1,Cc1cc(=O)oc2ccc(OC(=O)CN3C(=O)c4cccc([N+](=O)[O-])c4C3=O)cc12,0
-8,-2,3,-0.6,-7,2,0.1,-1.5,-9,Cc1nc(NC(=O)CN(C)S(=O)(=O)c2ccc(Br)cc2)sc1C,0
-6,1,-1,-1.9,-6,9,3.0,-1.5,-5,COCCNC(=O)c1ccc(N(C)S(=O)(=O)c2ccc(OC)c(OC)c2)cc1,2
-1,-4,-4,-0.1,-6,-55,-0.4,-0.5,0,CCOc1ccccc1N=C1NC(=O)CS1,-1
1,2,-8,-0.3,-4,-16,1.7,-3.2,0,CC1CCCCN1Cc1ccc(N)cc1 (centres undefined),-6
-12,4,8,-1.6,-4,3,-0.4,0.0,5,CCNC(=O)Nc1cc2nc(C)n(Cc3ccc(Br)cc3)c2nc1C,-4
-2,0,-14,-1.1,-2,-3,-0.9,0.3,2,CCn1ncc(Br)c1C(=O)Nc1ccc(OC(F)(F)F)cc1,0
-2,-2,-7,0.4,-7,10,-0.3,-0.5,2,O=C(Cn1cnc2c(nc3n2CCCCC3)c1=O)Nc1cccc(C(F)(F)F)c1,0
-5,-1,-8,-1.3,1,0,-0.9,-2.4,2,Cc1c(NC(=S)NC(=O)COc2ccccc2)c(=O)n(-c2ccccc2)n1C,-1
-5,-9,-7,-0.1,-3,-20,1.2,-0.3,0,Cc1cc(C)c2[nH]c(=O)c(C(c3nnnn3CC3CCCO3)N3CCC(C)CC3)cc2c1 (centres undefined),-1
-3,-1,-2,-0.8,-4,-4,-0.3,-0.2,-4,COC(=O)CCC(=O)Nc1ccc(S(=O)(=O)N2CCCCCC2)cc1,0
-6,-4,-4,-0.2,-5,4,0.5,-0.6,0,CCC(OC(=O)c1nsc(Cl)c1Cl)C(=O)NC(C)(C)CC (centres undefined),2
-4,-14,-3,-0.3,-12,-6,0.9,-4.9,-9,COc1ccc2c3n([n+]([O-])c2c1)CCN=C3c1ccc(Cl)cc1,-1
-13,1,15,-0.7,-7,4,0.2,0.6,-2,Cc1ccccc1C(=O)c1cccn1CC(=O)NCc1ccccc1Cl,-2
-2,2,-5,-0.4,-3,-4,-1.0,1.2,-1,Cc1ccc(NC(=O)COC(=O)c2ccc(CN3CCCC3=O)cc2)cc1C,2
-7,4,-6,-0.6,-5,-12,-0.4,0.9,-1,COC(=O)C1=C(NC(=O)c2ccc(C)c(C)c2)CCS1,0
-1,-2,-1,-0.6,-11,-4,-0.4,1.6,-2,COc1ccccc1C(CNC(=O)C(C)Oc1ccc(Br)cc1)N1CCCC1 (centres undefined),0
-4,4,-12,-0.9,-2,-3,0.9,-1.8,-1,CN1C(C(=O)Nc2ccccn2)=C(O)c2sccc2S1(=O)=O,0
-6,7,-3,0.0,-5,4,0.4,-1.0,1,CCC(=O)N1CCc2cc(S(=O)(=O)CCC(=O)N3CCN(c4ccc(F)cc4)CC3)ccc21,-1
-8,2,2,-0.9,-5,-4,0.1,0.2,-5,O=C(Cc1cccs1)N1CCCC(c2nc(-c3ccc(S(=O)(=O)N4CCCC4)cc3)no2)C1 (centres undefined),1
-5,-8,-2,-0.3,5,10,-0.1,0.1,-4,CC(=O)N1CCN(c2ccc(NCc3cccc(C)c3)cc2)CC1,1
0,-1,-2,-0.7,-1,16,-1.0,-2.5,0,CCOc1ccc(N(CC(=O)NCCCOC)S(C)(=O)=O)cc1,-3
-4,-7,1,-0.1,-4,-6,0.4,4.0,-1,Cc1ccc(C)c(COC(=O)c2cc(S(=O)(=O)N3CCCCC3)ccc2N2CCOCC2)c1,2
1,3,-4,-0.4,-11,0,0.9,-0.2,-1,CN(CC(=O)Nc1cccc(F)c1)C(=O)C1CC(=O)N(CCc2ccccc2)C1 (centres undefined),3
1&-2,-20&-22,2&-4,0.5&-0.1,-5&4,2&-29,-1.6&2.7,-1.8&0.4,0&-2,Clc1ccc2nsnc2c1NC1=NCCN1,-1&0
-2,-1,0,-0.3,-7,-3,-0.7,0.4,-1,O=C1OCCC1Sc1nnc(-c2ccc3c(c2)OCO3)n1-c1ccccc1 (centres undefined),3
-3,-4,-8,-0.5,-1,-5,0.1,0.0,-2,Cn1c(=O)[nH]c(=O)c2c1nc(CN1CCN(c3ccc(F)cc3)CC1)n2CCCc1ccccc1,-2
-3,0,-3,-0.3,7,10,-0.8,0.2,0,O=C(NNC(=O)C12CC3CC(CC(O)(C3)C1)C2)c1csc(N2CCOCC2)n1,0
-3,2,-7,-0.1,-3,0,0.8,-0.2,2,Cc1ccc2c(c1)-c1c(cnn1CC(=O)N(CCC#N)c1ccccc1)CO2,1
-3,-2,-3,-0.3,0,-8,-0.8,0.9,-6,O=C(NCCC(=O)N1CCN(c2ccccc2O)CC1)c1ccc(Cl)cc1,1
-11,-9,63*,-1.1,10,4,1.3,-1.0,0,Cc1nn(Cc2ccccc2Cl)c(C)c1NC(=O)c1noc(C(C)C)c1[N+](=O)[O-],-1
-11,-2,-4,-0.9,-3,1,0.6,-0.8,0,CCN(CC)/C(=N/S(=O)(=O)c1ccc(C)cc1)c1ccccc1,-1
-3,0,3,-0.7,3,-14,0.9,2.1,1,CCn1cc(C2=NC(CC(C)C)CO2)c2ccccc21 (centres undefined),0
-4,-4,4,-0.4,-4,3,1.5,-1.9,0,CC(C)=CCN1CCN(Cc2cc(CC(C)C)n[nH]2)CC1CCO (centres undefined),1
-15,1,7,-1.6,-5,-3,1.5,-0.5,6,CCOC(=O)c1cc(C#N)c(N2CCN(c3ccc(OC)cc3)CC2)[nH]c1=O,-1
-3,2,-2,-0.3,-10,-3,0.2,-0.7,1,CCCCN(C(=O)c1ccco1)C1CCS(=O)(=O)C1 (centres undefined),0
-10,1,6,-2.0,1,-6,nt,-1.2,-2,O=C(c1ccccc1Cl)N1CCCC(c2nc3c(nnn3Cc3ccccc3)c(=O)[nH]2)C1 (centres undefined),-2
2,4,-6,7.8*,17,2,0.0,-0.7,1,O=C(CCCOc1ccc(Cl)cc1Cl)NCCc1nnc2ccccn12,-2
-1,6,-38,0.1,1,-1,-0.1,0.3,-1,CCCN(CCC)C(=O)c1ccc2c(c1)N(Cc1ccccc1)C(=O)CS2=O (centres undefined),-2
-2,0,5,0.2,6,16,nt,-0.7,-5,C#CCOCCOCCOCCNc1nc(N2CCN(C(=O)[C@H](Cc3cc4ccccc4[nH]3)n3cc(C(N)CC(C)C)nn3)CC2)nc(N2CCN(C(=O)[C@H](CCC(=O)O)n3cc(C(N)[C@H](C)CC)nn3)CC2)n1 (some centres undefined),1
-3,-2,-11,-1.4,-2,-15,1.4,-0.2,-5,O=C(Nc1ccc(Cl)cn1)C1CCCN1S(=O)(=O)c1cccc2ccccc12 (centres undefined),3
1,7,-2,0.3,-9,-7,0.7,-2.2,0,CCOC(=O)c1c(S(=O)(=O)N2CCCCCC2)c(C)n(C)c1C,8
0,-1,5,-0.8,-28,-66,-0.3,3.2,25,COc1ccc(C(N)CCc2ccc(C)o2)cc1 (centres undefined),0
-1,-2,nt,0.7,-13,-8,-0.8,-1.8,0,Cc1ccc(C(=O)NCC(=O)OCC(=O)N(CC(C)C)c2c(N)n(Cc3ccccc3)c(=O)[nH]c2=O)s1,-1

Other compounds
MsrA act,SUMO1-SIM PPI,Scp-1 inhibitor,Tb MetRS inh,eLon inh,NRP1-CendR mod,MsrA inhibitor,LMPTP inh,DNMT1 block,Compound,STEP block
-2,-3,-4,-1.3,2,17,0.7,4.4,13,COc1cc(OC)cc(C(=O)NC(=S)Nc2ccc(N3CCCC3)cc2)c1,3
-3,6,-8,-0.4,4,7,0.6,-0.1,4,C=C[C@@H]1c2cc(C)ccc2N(S(=O)(=O)c2ccc(C)cc2)[C@H](c2ccc(OC(C)=O)cc2)C1(C#N)C#N,3
2,-1,-13,-0.3,-12,2,0.2,-0.1,-4,COc1cc(NC(=S)Nc2cccc(Cl)c2Cl)c(OC)cc1Cl,1
-2,1,-5,-0.8,-2,14,-0.4,0.2,0,Cc1c(C(=O)NCCCN2CCCCC2)oc2ccc3c(c12)C(O)CC1(CCCCC1)O3 (centres undefined),-1
-1,-1,nt,-0.7,-5,-4,-1.0,-3.2,2,COCCNC(=S)N1CCC2CC1c1c(Cl)cccc12 (centres undefined),-3
-2,0,-1,3.0,2,9,-1.6,-0.8,1,C(=N\Nc1nc2ccccc2[nH]1)/C1CCCCC1,-3
-6,-1,-8,-1.3,0,7,0.6,-0.7,-1,O=C(c1ccccc1)c1ccc(OCCO)cc1,0
-1,3,-6,0.2,1,10,-0.2,-1.0,3,CCn1cc(C(=O)NCCCN(CC(C)C)CC(C)C)c(=O)c2cc(S(=O)(=O)N3CCOCC3)ccc21,-3
-8,1,26,-1.2,-2,1,-0.8,-0.8,3,O=c1[nH]c(SCc2n[nH]c(=S)n2-c2ccccc2)nc2ccccc12,-6

Full records from above. Order of values: MsrA act, SUMO1-SIM PPI, Scp-1 inhibitor, Tb MetRS inh, eLon inh, NRP1-CendR mod, MsrA inhibitor, LMPTP inh, DNMT1 block, STEP block
CCn1cc(C(=O)NCCCN(CC(C)C)CC(C)C)c(=O)c2cc(S(=O)(=O)N3CCOCC3)ccc21 in the list: -1, 3, -6, 0.2, 1, 10, -0.2, -1.0, 3, -3
O=c1[nH]c(SCc2n[nH]c(=S)n2-c2ccccc2)nc2ccccc12 in the list: -8, 1, 26, -1.2, -2, 1, -0.8, -0.8, 3, -6
